FXN GAA850 act = FXN promoter activators, primary screen, cell-based, luciferase luminescence, HEK293 lucGAA850; HEK293 lucGAA850 FXN promoter luciferase reporter, 24 h; percent of 10 µM SAHA response; activation, % at 6 µM; 360,000 tested, 0.56% active; AID 540364, 2011;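 active = activation above the average of all compounds screened plus 3 SD, cutoff fixed separately per campaign, cut at about 7.5% in these data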;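 also: 0% = DMSO wells and 100% = 10 µM SAHA wells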
sPLA2-III inh = human group III sPLA2 inhibitors, primary screen, biochemical, QFRET, BODIPY PC-A2 liposome substrate. Group 3 secretory phospholipase A2 (Homo sapiens), Q9NZ20. QFRET BODIPY PC-A2 liposome hydrolysis, fluorescence. inhibition, % at 12.2 µM. 370,000 tested, 0.56% active;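 active = inhibition above mean plus 3 SD of compounds lying within the high and low control bounds, cut at about 19% in these data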;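 also: 0% = median of test compound wells and 100% = no enzyme DMSO wells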
DAX1 inh-1 = DAX1 (NR0B1) inhibitors, primary screen, cell-based, HEK293, Gal4-DAX1, luciferase luminescence. HEK293 Gal4-DAX1 luciferase reporter. inhibition, % at 6.75 µM. AID 504766, 2011. Nuclear receptor subfamily 0 group B member 1 (Homo sapiens), P51843. 340,000 tested, 0.99% active;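 active = inhibition above the mean over all tested compounds plus 3 SD, cut at about 4.2% in these data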;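 also: 0% = DAX1-transfected cells with DMSO and 100% = empty-vector control cells with DMSO; inhibition shows as a rise in luminescence from relieved DAX1 repression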
Target sequence (P51843 207-470 limits assumed): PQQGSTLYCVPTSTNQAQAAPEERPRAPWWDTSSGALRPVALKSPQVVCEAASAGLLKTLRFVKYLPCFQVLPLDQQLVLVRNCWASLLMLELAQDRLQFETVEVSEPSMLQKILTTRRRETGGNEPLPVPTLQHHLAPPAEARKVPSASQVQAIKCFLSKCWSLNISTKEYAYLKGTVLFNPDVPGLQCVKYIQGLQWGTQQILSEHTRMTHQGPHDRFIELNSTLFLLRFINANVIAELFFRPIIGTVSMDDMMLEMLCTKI
hgDAF12 agonist = H. glycines DAF-12 receptor agonists, primary screen, cell-based, luminescence, HEK293, GAL4 fusion, UAS-luciferase. Nuclear hormone receptor DAF-12 (Heterodera glycines), GAL4 fusion. HEK293 GAL4-hgDAF12 UAS-luciferase reporter, agonist luminescence; normalized to butyrate control. activation, % at 6.8 µM. 370,000 tested, 1.8% active. AID 687014, 2013;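 active = activation above a cutoff set at the mean of all screened compounds plus 3 SD, cut at about 10% in these data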;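 also: 0% = DMSO wells and 100% = sodium butyrate wells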
DAX1 inh-2 = DAX1 (NR0B1) inhibitors on StAR promoter, primary screen, cell-based, luminescence, SF-1 (NR5A1), full-length DAX-1; AID 652010, 2013; inhibition, % at 6.8 µM; HEK293T StAR-luciferase reporter, SF-1/DAX-1 repression relief; 370,000 tested, 1.1% active;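 active = inhibition above the mean over all tested compounds plus 3 SD, cut at about 3.6% in these data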;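 also: 0% = DAX-1 cells with DMSO and 100% = cells lacking DAX-1 with DMSO; higher inhibition means more luminescence from relief of DAX-1 repression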
Rev-erbA mod = modulators of Rev-erb alpha DNA binding, primary screen, biochemical, FITC-DNA, fluorescence polarization, uHTS; Nuclear receptor subfamily 1 group D member 1 (Homo sapiens), P20393; Rev-erbα–FITC-DNA binding, 90 min; activity, % at 10 µM; 370,000 tested, 0.79% active; AID 1259318, 2017;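 active = activity above about 14%, limit read from the data; passing the limit was not always enough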;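 also: 0% = DMSO wells with 35 nM protein and 100% = DMSO wells with 750 nM protein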
Target sequence (P20393 whole entry, looked up): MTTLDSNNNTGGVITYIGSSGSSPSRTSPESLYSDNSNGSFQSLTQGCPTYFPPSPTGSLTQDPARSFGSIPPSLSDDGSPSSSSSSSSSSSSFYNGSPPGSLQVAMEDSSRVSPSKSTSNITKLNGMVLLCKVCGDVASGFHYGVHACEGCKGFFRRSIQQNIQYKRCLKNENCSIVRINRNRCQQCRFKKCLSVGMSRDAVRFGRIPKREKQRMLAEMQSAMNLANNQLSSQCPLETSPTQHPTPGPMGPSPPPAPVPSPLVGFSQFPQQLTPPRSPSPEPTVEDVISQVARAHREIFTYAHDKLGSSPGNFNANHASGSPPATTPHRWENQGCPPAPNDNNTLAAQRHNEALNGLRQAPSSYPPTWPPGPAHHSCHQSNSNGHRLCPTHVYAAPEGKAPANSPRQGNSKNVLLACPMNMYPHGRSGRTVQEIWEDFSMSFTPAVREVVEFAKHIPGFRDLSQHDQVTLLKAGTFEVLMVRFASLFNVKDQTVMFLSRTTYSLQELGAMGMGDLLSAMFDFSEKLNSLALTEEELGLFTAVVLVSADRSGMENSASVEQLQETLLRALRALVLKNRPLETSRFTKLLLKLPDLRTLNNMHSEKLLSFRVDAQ
ssDAF-12 act = S. stercoralis DAF-12 nuclear receptor activators, primary screen, cell-based, luminescence, HEK293, GRIP1 co-expression, lit1-tk-luc | Nuclear hormone receptor DAF-12 (Strongyloides stercoralis) | activation, % at 6.8 µM | 370,000 tested, 1% active | HEK293 ssDAF-12/GRIP1 lit1-tk-luc reporter; % of 3 µM dafachronic acid response;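 active = activation above the mean over all tested compounds plus 3 SD, cut at about 0.9% in these data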;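 also: 0% = DMSO-only wells and 100% = 3 µM delta7-dafachronic acid wells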
hcDAF-12 act = H. contortus DAF-12 nuclear receptor activators, primary screen, cell-based, luminescence, HEK293, lit1-tk-luc reporter. HEK293 hcDAF-12 lit1-tk-luc reporter; 0% DMSO, 100% Δ7-dafachronic acid. activation, % at 6.8 µM. 370,000 tested, 1.4% active. AID 652067, 2013;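 active = activation above the mean of all tested compounds plus 3 SD, cut at about 5.5% in these data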;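 also: 100% = response to 3 µM Δ7-dafachronic acid high control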
SMARCA2 act = SMARCA2 (BRM) function activators, primary screen, cell-based, luminescence, high throughput; MG213 cells, MMTV-luciferase reporter, dexamethasone, overnight; activation, % at 9.1 µM; 370,000 tested, 1% active; in the data active = activation above about 7.8%;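 also: 0% = vehicle wells and 100% = reference activator wells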
PLC-beta3 inh = human PLC-beta3 inhibitors, primary screen, biochemical, fluorescence. AID 720704, 2013. inhibition, % at 12.2 µM. Purified PLC-beta3, fluorogenic substrate. 370,000 tested, 0.18% active. 1-phosphatidylinositol 4,5-bisphosphate phosphodiesterase beta-3 (Homo sapiens), Q01970; in the data active = inhibition above about 11%;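 also: 0% = median of compound wells on plate and 100% = full blocker control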
PG9 Ab binder = binders of HIV-1 gp120 antibody PG9, primary screen, biochemical, TR-FRET; HIV-1 gp120 / PG9 antibody interaction; TR-FRET gp120-PG9 antibody binding; inhibition, % at 6.7 µM; 360,000 tested, 0.43% active; in the data active = inhibition above about 8.5%
Numbers without * were called inactive; nt = no result given.

SMILES	FXN GAA850 act	sPLA2-III inh	DAX1 inh-1	hgDAF12 agonist	DAX1 inh-2	Rev-erbA mod	ssDAF-12 act	hcDAF-12 act	SMARCA2 act	PLC-beta3 inh	PG9 Ab binder
COc1ccc(/C=C/C(=O)c2c(O)cc(C)oc2=O)c(OC)c1	2.5	-12	2.0	3.1	2.9	-1	-0.8	3.5	0	-123	1.2
CCN(C(=O)CN1CCN(c2ccccc2OC)CC1)c1c(N)n(Cc2ccccc2)c(=O)[nH]c1=O	0.8	2	1.2	-1.4	0.3	4	-1.2	0.6	-3	5	-0.9
Cc1ccc(NC(=O)c2cc3nc(C)cc(C)n3n2)cc1	3.3	3	0.5	16*	4.3*	-7	0.5	8.5*	9.4*	-16	-2.8
COc1ccc(CCCc2nnc(SCC(=O)Nc3cc(C)ccc3C)o2)cc1	-3.1	-25	0.2	2.7	-1.6	-7	-1.7	-1.4	-2	-3	0.0
Cc1ccc2c(c1)N(CC(=O)NC1CCC(C)CC1)C(=O)c1cccnc1O2 (stereo not given)	-0.5	-3	4.2	1.3	-1.1	-2	-0.9	-0.9	-1	7	-0.3
COc1ccccc1C(=O)Nc1ccc(OC(C)C(=O)N2CCOCC2)cc1 (stereo not given)	2.7	5	-0.4	3.1	1.1	-4	-1.4	-0.7	-3	-10	3.8
CN(Cc1ccccc1)C(=O)OCc1cn(Cc2cc(F)cc(F)c2)nn1	nt	3	nt	-1.0	-1.8	0	-0.9	1.7	-2	-4	nt
Cc1cc[n+](C2=C([O-])c3ccccc3C(=O)/C2=N\S(=O)(=O)c2cccs2)cc1C	0.2	4	4.5*	-2.6	-0.8	-1	0.0	3.0	1	6	-3.0
CCn1ncc(C2=NOC(C(=O)Nc3cccnc3)C2)c1C (stereo not given)	-0.6	0	1.3	0.2	-0.2	4	-1.1	0.0	0	2	1.3
O=C(/C=C/c1ccc(OCc2cccc(Cl)c2)cc1)N1CCOCC1	-0.7	-5	-0.9	-0.1	-0.7	-4	-2.6	-0.9	-1	-5	-3.3
COC(=O)c1ccccc1NC1CC(=O)N(c2c(C)cccc2C)C1=O (stereo not given)	0.1	-12	-0.2	4.0	-0.4	1	-0.2	-1.3	3	-207	-1.9
Cc1cc(C)c2c3c(sc2n1)C(=O)N(c1ccccc1C)CC(=O)N3	-2.3	17	1.1	-1.9	-0.4	-5	-0.9	-1.0	-5	3	0.9
Cc1ccccc1CNC(=O)C1CCC(=O)N(C2CCCCCC2)C1 (stereo not given)	0.2	1	0.1	0.8	0.0	0	-1.0	1.6	-2	-2	-1.6
O=C(Nc1cccc(Cl)c1)c1ccccc1	7.7*	14	0.9	8.7	0.1	1	-0.9	0.1	3	8	1.6
CCONC(=O)Nc1ccccc1	0.7	7	-0.4	0.2	-0.1	-8	-1.2	-1.2	-2	0	0.5
CCc1cc2c(SCC(=O)c3ccc(Cl)s3)ncnc2s1	0.6	-13	0.2	0.3	-0.2	11	-0.9	0.5	-1	0	2.5
Cc1cc(NC(=O)C2CC2)ncc1NC(=O)c1ccccn1	3.5	6	-0.1	6.5	0.8	3	-0.2	1.5	5	2	-1.9
COc1ccc(C2NC(=S)N(Cc3ccc(Cl)cc3)C(C)=C2C(C)=O)cc1 (stereo not given)	nt	0	nt	-1.0	-0.4	-3	-1.4	-1.8	-5	0	-1.8
COc1ccc(N2CCN(c3ccc(N4C(=O)CC(C)C4=O)cc3[N+](=O)[O-])CC2)cc1 (stereo not given)	0.3	0	-1.9	-0.7	0.7	2	-1.9	-0.6	1	-8	-0.7
COc1ccc(CCN=CC2=C(O)CCCC2=O)cc1OC	0.8	4	-0.7	-1.5	-0.2	2	-1.4	-0.4	1	1	-1.4
O=C(COC(=O)c1ccc(O)cc1O)N=c1sccn1Cc1ccccc1Cl	1.2	-39	-0.4	-1.7	-1.0	3	0.0	-1.2	-3	-11	0.2
Cc1ccc(-n2c(C)cc3c2CC(C)(C)CC3=O)cc1C	-3.0	-17	-1.4	-1.0	-0.6	5	-1.8	-1.1	-1	-2	0.8
COc1ccc([N+](=O)[O-])cc1N(CC(=O)NC1CCCCC1)S(C)(=O)=O	0.7	6	-0.1	4.7	0.1	3	-1.4	0.0	-4	5	-1.6
O=C(NCc1ccccc1)c1cccc2c(-c3cccnc3)coc12	5.0	2	nt	2.2	-0.4	-8	-1.4	0.3	-4	1	-0.2
CCOc1cc(/C=N/Nc2cccc(C(=O)O)c2)ccc1OCC(=O)N1CCCCC1	5.0	-11	nt	4.2	0.2	0	-0.8	-0.2	4	-224	-3.1
COc1ccc2nc(NC(=O)C3CCCN(S(=O)(=O)c4cccc5nsnc45)C3)sc2c1 (stereo not given)	-3.1	-10	-1.4	0.5	-1.0	8	-1.7	-1.2	-2	2	-0.8
O=C(COC(=O)c1cccs1)NC1CCCCC1	1.9	2	1.3	-0.1	-0.5	1	-1.5	-0.5	5	3	-3.2
CC(OC(=O)c1cc(S(=O)(=O)N(C)c2ccccc2)ccc1Cl)C(=O)Nc1ccc2c(c1)OCCO2 (stereo not given)	1.7	-12	-0.9	0.4	-0.1	0	-1.6	0.8	-2	-2	0.6
C/C(=N\NC(=O)c1cc(C(C)(C)C)[nH]n1)C12CC3CC(CC(C3)C1)C2	0.8	4	0.9	0.3	0.1	0	-1.2	-0.3	-3	2	-1.6
COc1ccc(N2CSC(=S)N(c3ccc(OC)cc3)C2)cc1	0.0	7	0.0	2.9	0.3	2	-0.3	2.1	2	1	-1.2

Not a retest: an excerpt of the list.
SMILES	FXN GAA850 act	sPLA2-III inh	DAX1 inh-1	hgDAF12 agonist	DAX1 inh-2	Rev-erbA mod	ssDAF-12 act	hcDAF-12 act	SMARCA2 act	PLC-beta3 inh	PG9 Ab binder
O=C(NCc1ccccc1)c1cccc2c(-c3cccnc3)coc12	5.0	2	nt	2.2	-0.4	-8	-1.4	0.3	-4	1	-0.2
CCOc1cc(/C=N/Nc2cccc(C(=O)O)c2)ccc1OCC(=O)N1CCCCC1	5.0	-11	nt	4.2	0.2	0	-0.8	-0.2	4	-224	-3.1

(listing goes on)
SMILES	FXN GAA850 act	sPLA2-III inh	DAX1 inh-1	hgDAF12 agonist	DAX1 inh-2	Rev-erbA mod	ssDAF-12 act	hcDAF-12 act	SMARCA2 act	PLC-beta3 inh	PG9 Ab binder
CCCc1nn2c(=O)cc(CSCC(=O)Nc3cccc(C)c3)nc2s1	-0.2	-1	0.2	2.8	-0.8	-7	-1.4	-2.5	-1	-5	-0.9
CCSc1nnc(NC(=O)[C@@H](NC(=O)c2ccccc2)C(C)C)s1	0.5	-6	-1.3	-1.1	0.1	-1	-0.2	-1.5	1	-1	-2.8
COC(CNC(=O)c1ccc(CS(=O)(=O)c2ccccc2)o1)OC	1.3	4	0.0	1.8	0.7	-5	-1.7	0.9	0	-6	-2.2
CCCCCCN1CCN(C2CN(Cc3cn(CCCCCC)nn3)S(=O)(=O)C2)CC1 (stereo not given)	nt	-9	nt	3.5	1.1	-3	-1.3	-0.6	-2	5	1.7
Cc1cccc(/C=N/Nc2ccc3ccccc3n2)c1	-10	23*	-7.0	-1.7	1.2	-3	-1.7	3.5	-5	-19	-0.6
Cc1cccc(NC(=O)CCCn2c(=S)[nH]c3ccccc3c2=O)c1	1.9	2	0.1	-1.4	0.1	0	-1.8	-0.5	3	-19	1.1
O=C(CN(c1cccc([N+](=O)[O-])c1)S(=O)(=O)c1ccccc1)NCc1cccnc1	0.1	-3	-0.8	-0.4	0.3	-6	-0.8	-1.0	0	-2	-1.5
CC(C)N(C)S(=O)(=O)c1ccc(Cl)c(C(=O)O)c1	-0.6	4	-0.1	-1.1	-0.2	-3	-0.9	-1.6	-2	-9	-1.2
COc1ccc2c(c1)[C@@]1(OCCC=C[C@H]1C)C(=O)N2Cc1ccccc1C(F)(F)F	nt	6	nt	1.3	0.2	-2	-0.9	-2.3	-3	1	0.6
Cc1ccc(CNC(=O)/C=C/c2ccc(S(=O)(=O)N3CCOCC3)cc2)cc1	1.4	-1	0.4	-1.9	-0.6	3	0.1	-0.3	-3	4	1.3
Cc1nn(CC(=O)N(C)c2c(N)n(Cc3ccccc3)c(=O)[nH]c2=O)c(C)c1[N+](=O)[O-]	1.9	8	0.4	2.7	0.9	0	-1.1	-1.2	-2	-5	0.0
COc1ccc(Cl)cc1NC(=O)CCc1nnc2ccc(N3CCN(C)CC3)nn12	0.4	0	-0.1	-1.8	-1.3	3	-1.1	-2.1	4	-1	2.8
COc1ccc(N(CC(C)C)S(=O)(=O)c2nnc(NC(=O)CC(C)C)s2)cc1	-1.1	-4	0.2	-1.0	0.6	4	-1.2	-1.4	-1	-8	-1.7
COc1ccc(N2CCN(C(=O)NC3CC(=O)N(c4ccc(OC)cc4)C3)CC2)cc1 (stereo not given)	2.0	2	0.2	-4.5	-0.2	-5	-0.4	1.5	1	-7	-0.9
CCOC(=O)c1cnn(-c2ccccc2)c1-c1ccccc1	-1.5	-6	-0.6	-0.7	-1.6	-2	-1.8	-0.6	-3	6	-0.3
Cn1cc(CCNC(=O)CC2C(=O)NCCN2CC(c2ccccc2)c2ccccc2)cn1 (stereo not given)	1.3	4	-0.6	-1.8	-0.2	-5	-0.5	-1.1	-3	-15	2.6
N#Cc1cn(Cc2ccco2)c(=O)[nH]c1=O	0.2	-1	0.9	-1.3	0.3	-6	-1.2	-0.2	-2	-2	-0.9
O=C1NC(=O)C2(N1)c1ccccc1-c1ccccc12	-0.6	0	0.9	3.3	0.6	-5	-1.1	-1.0	0	0	-1.2
CCc1ccc2c(COC(=O)C3CC(=O)N(CCc4ccccc4)C3)cc(=O)oc2c1 (stereo not given)	-0.6	8	-0.5	0.8	0.5	0	-1.4	-0.2	-2	-6	0.3
O=c1[nH]cnc2ccc([N+](=O)[O-])cc12	-0.7	-1	2.9	-1.1	-0.4	-10	-1.5	-0.9	1	-7	0.5
NS(=O)(=O)c1ccc(NC(=S)NC2CCCC2)cc1	1.3	8	-0.7	1.1	0.4	1	-1.5	-1.0	-3	4	-1.1
O=C(c1ccccc1)N1CC(COc2ccccc2)OC(c2ccco2)O1 (stereo not given)	1.6	-9	-1.0	-1.4	-0.5	-1	-0.8	-1.2	1	2	-0.7
C=CCN1[C@H](CC(C)C)COc2cc(N3CCCC3)ccc2S1(=O)=O	nt	6	nt	-1.7	-1.1	2	0.0	-1.9	-2	1	nt

Hits appear at their usual frequency, and some 7% of all compounds hit somewhere here.
